Source: PubChem BioAssay (several laboratories)
FAK blocker: FAK kinase inhibitors, primary screen, biochemical. hit rate 0.84% among 97,000. AID 727, 2007. inhibition, %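 (tested at 7 µM)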. biochemical FAK kinase activity assay. Focal adhesion kinase 1 (Homo sapiens), Q05397; in the data active means inhibition above about 19%;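 further: 0% = DMSO and 100% = reference compound high control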
HUVEC tox IL1B: cytotoxicity in IL-1B stimulated HUVEC, primary screen, cytotoxicity control for IL-1B NFkB translocation project, imaging, Hoechst nuclear count, IL-1B stimulus | HUVEC cell count loss | cell count reduction, % at 2 µM | hit rate 0.41% among 94,000 | AID 845, 2007;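 active means cell count reduction more than 3 SD above the screen-wide mean, cut at about 70% in these data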;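 further: normalized per plate to untreated control cells as the no-loss baseline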
PTPN22 inh 2: PTPN22 phosphatase inhibitors, primary screen, biochemical, DiFMUP fluorescence, 2 µM | Tyrosine-protein phosphatase non-receptor type 22 (Homo sapiens), Q9Y2R2 | recombinant LYP catalytic domain | inhibition, % at 2 µM | hit rate 0.21% among 96,000;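 active means inhibition at 2 µM at or above a set limit, the screen mean plus 3 SD, cut at about 24% in these data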;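 further: 0% = DMSO with enzyme and 100% = enzyme fully blocked by orthovanadate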
Target sequence (Q9Y2R2 whole entry, looked up, the tested form may be a part): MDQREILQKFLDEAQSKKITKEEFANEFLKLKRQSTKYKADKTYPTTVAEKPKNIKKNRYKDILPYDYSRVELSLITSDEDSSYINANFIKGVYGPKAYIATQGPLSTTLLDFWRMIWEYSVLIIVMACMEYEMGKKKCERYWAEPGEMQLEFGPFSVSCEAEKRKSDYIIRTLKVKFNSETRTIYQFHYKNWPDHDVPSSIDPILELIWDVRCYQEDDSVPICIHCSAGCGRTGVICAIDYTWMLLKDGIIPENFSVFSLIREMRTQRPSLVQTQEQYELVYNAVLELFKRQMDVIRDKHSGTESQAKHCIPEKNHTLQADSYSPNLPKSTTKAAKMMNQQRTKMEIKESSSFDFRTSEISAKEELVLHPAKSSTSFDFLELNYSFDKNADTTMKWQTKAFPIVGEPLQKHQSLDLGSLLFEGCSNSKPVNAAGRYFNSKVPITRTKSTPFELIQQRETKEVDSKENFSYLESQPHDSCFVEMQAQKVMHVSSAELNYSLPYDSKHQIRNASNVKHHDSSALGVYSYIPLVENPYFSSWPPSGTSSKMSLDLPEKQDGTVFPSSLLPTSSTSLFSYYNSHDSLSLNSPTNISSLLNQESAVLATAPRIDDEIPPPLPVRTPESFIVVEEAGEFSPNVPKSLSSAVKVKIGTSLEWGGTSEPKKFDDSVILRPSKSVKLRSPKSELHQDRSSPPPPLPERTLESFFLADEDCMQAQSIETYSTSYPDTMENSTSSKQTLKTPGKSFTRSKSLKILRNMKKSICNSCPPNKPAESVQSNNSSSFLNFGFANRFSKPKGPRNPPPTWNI
cytoskel mod: modifiers of F-actin cytoskeleton organization, primary screen, imaging, HUVEC, phalloidin staining, high-content imaging; hit rate 0.18% among 91,000; HUVEC TNFa F-actin phalloidin imaging; inhibition, % at 2 µM; AID 836, 2007;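 active means inhibition above the batch mean plus 3 SD and confirmed as a hit by visual image inspection, cut at about 30% in these data, passing the limit was not always enough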; further: strong numbers were not always called active
PTK2B oligo ant: antagonists of Pyk2 self-association, primary screen, Q293 cells, FERM NanoBiT luminescence, HTS; Protein-tyrosine kinase 2-beta (Homo sapiens), Q14289; active compounds read low; z-score (the deposit names both 25 µM and 10 µM); hit rate 0.83% among 99,000; AID 1347419, 2020;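 active means Z-score of -3 or lower, scaled per plate to the spread of control and sample wells; inactive means z-score above -3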;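 further: negative z-score means lost luminescence so less FERM oligomerization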
LYP act: LYP phosphatase activators, primary screen, biochemical, DiFMUP fluorescence, 2 µM; recombinant LYP; 0 = plate median, 100 = signal doubled; activation, % at 2 µM; hit rate 0.11% among 96,000;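 active means activation at 2 µM above a set limit, the mean plus 5 SD, cut at about 37% in these data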
HUVEC tox TNFa: cytotoxicity in TNFa-stimulated HUVEC, primary screen, cytotoxicity control for VCAM1 expression modulator project, imaging, Hoechst nuclei count; AID 848, 2007; cell count reduction, % at 2 µM; HUVEC TNFalpha-stimulated, Hoechst cell count; hit rate 0.17% among 93,000;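 active means cell count reduction exceeding the screen mean by over 5 SD, scaled to untreated wells per plate, cut at about 78% in these data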;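 further: cells counted after 24 h of TNF alpha exposure following the 1 h pretreatment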
ERa SRC1 inh: ERα–SRC-1 coactivator interaction inhibitors, primary screen, biochemical, TR-FRET, ERα LBD, estradiol-bound | Estrogen receptor (Homo sapiens), P03372 | TR-FRET ER-alpha LBD / SRC-1 peptide | inhibition, % at 25.6 µM | hit rate 1.7% among 86,000; in the data active means inhibition above about 50%;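 further: 0% = receptor plus peptide control and 100% = peptide only without receptor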
VCAM1 TNFa inh: inhibitors of TNFa-induced VCAM1 expression, primary screen, imaging, HUVEC, TNFa stimulus, immunofluorescence; HUVEC TNFa-induced VCAM-1 immunofluorescence, high-content imaging; inhibition, % at 2 µM; hit rate 0.48% among 95,000; AID 802, 2007;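 active means inhibition above the batch mean plus 3 SD, with images confirmed as a hit by eye, cut at about 37% in these data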;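 further: 0% = TNF-stimulated DMSO wells and 100% = unstimulated control wells; not every result past the cut was called active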
An asterisk follows results filed as active; · = no result given; [ ] = dose if it differs, or a comment.

Sequence of screens – FAK blocker | HUVEC tox IL1B | PTPN22 inh 2 | cytoskel mod | PTK2B oligo ant | LYP act | HUVEC tox TNFa | ERa SRC1 inh | VCAM1 TNFa inh
CC(C)CCn1c(N)c(S(=O)(=O)c2cccs2)c2nc3ccccc3nc21
    2 | -11 | 6 | 11 | 1.3 | -3 | -19 | 7 | 12
CC(C)CCNC(=O)C1CCN(C(=O)N(C)C)CC1
    3 | 11 | 9 | 14 | 1 | -6 | -18 | 7 | 3
Cc1cc(/C=N/n2cnnc2)c(C)n1-c1cccc(Cl)c1
    -2 | -5 | 3 | 4 | -0.27 | 0 | 1 | -13[fluorescence artefact?] | 8
CCn1c(CCNC(=O)c2cccs2)nnc1SCC(=O)NC1CCCCC1
    -4 | 26 | 7 | 1 | 1.1 | -4 | 8 | -9 | 15
c1ccc(CN2CCN(c3nc(-c4ccccc4)nc(-n4ccnc4)n3)CC2)cc1
    1 | -46 | 4 | -44 | -0.62 | -5 | -27 | 1 | -1
Cc1cc(C)c(NC(=O)CCCN2CCN(C)CC2)c(C)c1
    -2 | 12 | -3 | -23 | -0.78 | 2 | -2 | 5 | 6
CCCNC1=C(C)C(=O)CC1
    -2 | -28 | -13 | -18 | -0.18 | 10 | -12 | 0 | -14
O=C(NCc1nnc(SCC(=O)N2CCCCCC2)o1)c1ccco1
    0 | 5 | -1 | 12 | 0.07 | 2 | -10 | -4 | 4
CCCSc1nc(-c2ccccc2)cc(C(F)(F)F)c1C#N
    0 | 3 | -5 | -4 | -1.2 | 9 | · | · | -8
CCOc1ccc2oc(C(=O)OCC(=O)NC(=O)NC3CCCC3)c(C)c2c1
    1 | -24 | 9 | -5 | 0.46 | -12 | -13 | 19 | -4
CCOC(=O)Cn1nc(-c2ccc(C)cc2)ccc1=O
    -3 | -26 | -11 | -12 | 0.2 | 10 | 6 | 4 | 11
O=C(CN1C(=O)c2ccccc2C1=O)N1CCN(c2ccccn2)CC1
    0 | -17 | 1 | -5 | 0.8 | 0 | -29 | -3 | -13
CC(=O)SCCC(=O)Nc1ccccc1
    -2 | -8 | 2 | 22 | 0.26 | -2 | -46 | -8 | 8
O=C(NCC1CCCO1)c1csc2c1CCCCC2 (configuration not stated)
    7 | 6 | 1 | -20 | 0.28 | -1 | -10 | 6[fluorescence artefact?] | 11
Cc1ccc2c(SCC(=O)NCc3ccco3)nc(-c3ccc(F)cc3)nc2c1
    1 | -7 | 10 | 44 | -0.39 | -12 | -9 | 11[fluorescence artefact?] | 12
Nc1nc2n(n1)C(c1cccc(Cl)c1)CC(c1ccc(F)cc1)N2 (configuration not stated)
    -9 | -9 | 3 | 3 | · | -4 | -11 | 2 | 0
COc1ccc(S(=O)(=O)NCC2CCC(C(=O)N3CCC4(CC3)OCCO4)CC2)cc1 (configuration not stated)
    -3 | -48 | -8 | 14 | -0.72 | 4 | -23 | · | -55
O=C(Nc1ccc2c(c1)OCO2)N1CCN(c2ncccn2)CC1
    -1 | -6 | -14 | -6 | -0.47 | 13 | -16 | -6 | 5
Cc1cccc(NC(=O)Cn2nc(C(F)(F)F)cc2C2CC2)c1
    -2 | 7 | 4 | 40* | -0.26 | -8 | -13 | · | -48
COC(=O)COc1ccc(C(=O)OC)cc1
    -3 | -43 | 4 | 15 | 0.64 | -2 | -19 | -5 | -3
Cc1cc(NC(=O)CCC(=O)N(CC2CCCO2)C(C(=O)NC2CCCC2)c2ccccc2C)no1 (configuration not stated)
    0 | -142 | -4 | -9 | -0.87 | 3 | -14 | 5 | 0
COc1ccc(NC(=O)c2ccccc2NC(=O)COc2ccccc2)cc1
    1 | 14 | 1 | 2 | -0.04 | 2 | 6 | 56*[fluorescence artefact?] | 16
COc1ccc(OC)c(N2C(=O)CC(Cc3ccc(Cl)cc3)C2=O)c1 (configuration not stated)
    -1 | -53 | 1 | -17 | -1.1 | -2 | -7 | 3 | -6
C=CCSc1nc2ccccc2n1C(=O)/C=C/c1ccc(OC)c(OC)c1
    2 | 3 | -3 | -1 | -1.5 | 7 | 8 | · | -8
CC1(C)Cc2ccccc2-c2nnc(-c3cccc(O)c3)n21
    -1 | -55 | -15 | 6 | 0.17 | 10 | -4 | · | 12
Cc1occc1-c1nnc(SCC(N)=O)n1Cc1ccccc1
    0 | -6 | -4 | 7 | -0.1 | 4 | -4 | · | 25
CCCCN(CCCNC(=O)C1CCN(S(=O)(=O)CC)CC1)c1ccccc1
    5 | -14 | 6 | 13 | 0.56 | -2 | 8 | -1[fluorescence artefact?] | 8
COc1ccc(NC(=O)CC(NCCc2ccccc2)C(=O)O)c(OC)c1 (configuration not stated)
    -2 | -25 | -10 | -15 | -0.01 | 7 | -22 | 2 | -17
COc1ccc(NS(=O)(=O)c2cccc3cccnc23)cc1
    3 | -7 | 1 | -2 | -0.48 | -2 | · | -36 | -3
CC(C)c1cc(C(N)=O)c(NC(=O)C2CCC2)s1
    24* | -33 | 0 | -7 | -1.4 | -4 | 13 | -16 | 2
CCOc1cc(NC(=O)c2ccco2)c(OCC)cc1NC(=O)Cc1ccc(OC)c(OC)c1
    2 | 0 | 0 | 7 | -0.24 | -1 | -14 | 16[fluorescence artefact?] | -11
CN(C(=O)N1CCN(c2ccccn2)CC1)c1ccccc1
    7 | 15 | -1 | 1 | -0.4 | 0 | 4 | -4 | 2
CCCCn1c(SCC(=O)O)nc2ccccc21
    -3 | 0 | 4 | -17 | 1 | 0 | -4 | -6 | 16
Nc1nn(S(=O)(=O)c2cccc3nsnc23)cc1-c1ccc(Br)cc1
    12 | 3 | -11 | 12 | -0.67 | 9 | -18 | 0 | -5
Cc1noc(C)c1COc1ccc(C(=O)OCC(=O)NC23CC4CC(CC(C4)C2)C3)cc1
    1 | -17 | 4 | · | 0.56 | -1 | -45 | -12 | 14
CC1CN(c2ncnc3c2cnn3-c2ccc(Cl)cc2)CC(C)O1 (configuration not stated)
    1 | 3 | -3 | -8 | · | 0 | -4 | -1[fluorescence artefact?] | -9
O=C1CC(N2CCN(Cc3ccc4c(c3)OCO4)CC2)C(=O)N1Cc1ccc(N2CCCC2=O)cc1 (configuration not stated)
    5 | 9 | 10 | 32 | -0.14 | -10 | 92* | 26 | 80*
CNC(=S)N1CCN(c2c(F)cc3c(=O)c(C(=O)O)cn(C4CC4)c3c2OC)CC1C (configuration not stated)
    -2 | -5 | 6 | -9 | 0.26 | -3 | -12 | 4[fluorescence artefact?] | 13
Cc1ccc2cc(CN(CCN3CCCC3)C(=O)Nc3ccc(F)cc3)c(=O)[nH]c2c1C
    -1 | -12 | 12 | -7 | -0.19 | -14 | -9 | 6 | 14
CCCn1c(=O)[nH]c(=O)c2c1nc(-c1ccccc1)n2CCN1CCOCC1
    -1 | 8 | 4 | -12 | 0.09 | -3 | 0 | -10 | 8
CC(C)(O)c1nnn(-c2ccccc2)c1C(F)(F)F
    1 | 38 | 10 | 0 | -0.79 | -8 | 13 | 28 | -14
CC(C)NC(=O)c1ccc(-c2ccc(Cl)c(C(F)(F)F)c2)o1
    -1 | -11 | 3 | 6 | 0.73 | -4 | -27 | 9 | -8
N#CCCNC(=O)CCN1CCOCC1
    -6 | 15 | 4 | -15 | 0.79 | -1 | -9 | -5 | 0
N#Cc1nc(COc2ccccc2)oc1N1CCC(Cc2ccccc2)CC1
    -9 | 10 | 13 | 14 | 0.8 | -15 | -32 | -6 | 8
O=P(O)(O)CCP(=O)(c1ccccc1)c1ccccc1
    -5 | -13 | 6 | 7 | 1.3 | -8 | -20 | -11 | 6
Nn1c(SCC(=O)N2CCOCC2)nnc1-c1ccc(Cl)cc1Cl
    -3 | -6 | -14 | -57 | 0.74 | 10 | -5 | 0 | 9
COc1ccccc1C(=O)Nc1nnc(-c2ccco2)s1
    0 | -18 | -19 | · | -1.6 | 19 | -15 | 12[fluorescence artefact?] | -4
Cn1nnc2cc(C(=O)N3CCCCCC3)ccc21
    1 | -29 | -6 | -40 | 0.3 | 4 | -20 | 6[fluorescence artefact?] | 10
Cc1ccc(/C=C2\SC(=S)N(Cc3ccccc3)C2=O)o1
    -4 | -21 | 10 | 10 | -0.36 | -6 | 42 | · | -17
CN1CCCc2cc3c(C(F)(F)F)cc(=O)oc3nc21
    -2 | 32 | 1 | 21 | 0.68 | -2 | -25 | -5 | 9
O=C(N/N=C/c1ccc([N+](=O)[O-])o1)c1cc(-c2cccc(Br)c2)nc2ccccc12
    6 | -5 | 12 | -7 | -1.5 | -10 | 6 | · | 21
CC(C)C(=O)N1CCN(c2ccccc2NC(=O)Cc2ccc(Cl)cc2)CC1
    2 | 20 | -2 | 18 | -0.41 | 1 | -11 | -6 | 8
COc1ccccc1N(CCC#N)C(=O)CSc1nc(-c2ccccc2)cn1N
    -3 | -9 | -7 | -20 | -0.43 | 6 | 21 | -7 | 21
O=c1c2c(n3cnnc3n1-c1ccccc1)-c1ccccc1CC21CCCCC1
    0 | -25 | 6 | 8 | -0.95 | -3 | -1 | · | 23
Cc1nc(NC(=O)c2cc3c(C)nn(-c4ccccc4)c3s2)sc1C(=O)Nc1ccccc1
    -1 | 27 | 1 | -15 | 1.5 | -1 | 5 | · | 24
COc1ccc(NC(=O)CSc2nc3c(c(=O)n2-c2ccccc2OC)SCC3)cc1
    0 | -13 | 7 | -26 | · | -9 | -8 | -3 | 9
Cc1sc(NC(=O)c2cc3ccccc3oc2=O)c(C(=O)OC(C)C)c1-c1ccccc1
    -1 | -13 | 0 | -12 | 0.09 | 1 | 1 | · | 13
COc1ccc(NC(=O)c2cccs2)cc1O
    1 | -31 | -2 | -19 | -1.2 | 0 | -1 | -7 | -11
Cc1cc(C)cc(OCC(=O)O/N=C(\N)c2ccccn2)c1
    0 | -19 | -6 | · | -0.59 | 6 | -9 | 10[fluorescence artefact?] | 0
Cc1ccc(C(=O)CC2(O)C(=O)N(Cc3ccccc3Cl)c3ccccc32)o1 (configuration not stated)
    2 | -26 | 8 | 3 | -0.49 | -4 | -21 | -1 | 13

New compounds follow
Sequence of screens – FAK blocker | HUVEC tox IL1B | PTPN22 inh 2 | cytoskel mod | PTK2B oligo ant | LYP act | HUVEC tox TNFa | ERa SRC1 inh | VCAM1 TNFa inh
Cc1cc(S(=O)(=O)Nc2ccc(F)cc2)c(C)s1
    1 | 89* | 0 | 2 | -0.81 | 1 | -10 | 2[fluorescence artefact?] | -10
COC(=O)c1[nH]c2ccc(C)cc2c1NC(=O)CN1CCc2cc(OC)c(OC)cc2C1
    -3 | -18 | -2 | -25 | -1.3 | 0 | -6 | -4 | -3
O=C(NC1CC1)C1C2C3C4CC5C3C5C4C12 (configuration not stated)
    2 | -27 | 2 | -53 | 0.19 | -5 | -3 | -5 | 6
O=C(c1cc(-c2ccc(Cl)cc2Cl)on1)N1CCOCC1
    1 | -26 | -5 | 8 | 0.3 | 2 | -20 | 1 | -9

Rows are unselected; any-hit rate near 3.8%.
